procasp7 counter: counter-screen for procaspase-3 activators: activators of human procaspase-7; 0.093% of 330,000 active; recombinant procaspase-7, Ac-DEVD-pNA absorbance 405 nm; D23A/D198A/D206A triple mutant, cannot self-cleave; scale: DMSO 0, 5 µM enzyme 100; P55210; activation, % at 8.5 µM;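 active means percent activation above the screen-wide mean plus 3 SD, cut at about 25% in these data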
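Assay system: Uncleavable procaspase-7 mutant enzyme; Input: 2 µM procaspase-7 mutant as dispensed; Also added: DEVD-pNA substrate; Medium: Zinc-free HEPES pH 7.4 with 300 mM NaCl, 0.01% Triton X-100; Timing: 1 h compound preincubation, 2 h substrate cleavage, 25 °C; Measured by: Epi-absorbance of released pNA at 405 nm, two timepoints.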
RPL19A-GFP yeast: modulators of TOR pathway RPL19A-GFP in S. cerevisiae | S. cerevisiae RPL19A-GFP strain, flow cytometry, 3 h; hits give low values | percent response vs DMSO, % at 10 µM | 0.3% of 330,000 active | AID 2025;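 active means percent response vs DMSO below 50%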;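 further: median channel GFP fluorescence of the barcoded RPL19A-GFP strain; ratio of sample median GFP to plate DMSO average so 100% = DMSO; lower means less RPL19A-GFP as with rapamycin TOR inhibition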
proCasp3 act: activators of human procaspase-3; P42574; recombinant procaspase-3 D3A, Ac-DEVD-pNA absorbance 405 nm; 0.11% of 330,000 active; activation, % at 8.5 µM;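 active means activation above the mean of all tested compounds plus 3 SD, cut at about 21% in these data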;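 further: 0% = DMSO alone and 100% = DMSO wells spiked with extra 5 µM PC-3 D3A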
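Compound: 8.5 µM single point, 0.8% DMSO / Material: Autoprocessing-dead procaspase-3 D3A mutant enzyme / Timing: 1 h preincubation plus 2 h reaction at 25 °C / Medium: Zinc-free HEPES/NaCl buffer with 0.01% Triton X-100 at pH 7.4 / Technique: 405 nm absorbance of p-nitroaniline, reads at 0 and 120 min / Repeats: one well per compound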
ZTA DNA inh: counter-screen for EBNA-1 inhibitors: inhibitors of Epstein-Barr virus ZTA. P03206. ZTA-DNA binding, fluorescence polarization. inhibition, % at 11 µM. 0.15% of 320,000 active; in the data active means inhibition above about 33%
MEP2-GFP yeast: alters MEP2-GFP fluorescence in TOR pathway yeast screen. S. cerevisiae MEP2-GFP strain, flow cytometry GFP, 3 h; 100% = DMSO control level. GFP response vs DMSO, % at 10 µM. 0.51% of 330,000 active;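 active means GFP response versus DMSO above a set limit, roughly screen mean plus 3 SD, cut at about 180% in these data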;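 further: median GFP fluorescence of the barcode-gated MEP2-GFP cells per well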
EBNA-1 inh: blocks EBNA-1 binding to DNA | EBNA-1 DNA binding, fluorescence polarization | 0.34% of 300,000 active | inhibition, % at 14.8 µM; in the data active means inhibition above about 28%
LAP4-GFP MLPCN: modulators of TOR pathway LAP4-GFP in S. cerevisiae | S. cerevisiae LAP4-GFP multiplex, flow cytometry GFP, 3 h; median GFP as percent of DMSO wells | GFP response vs DMSO, % at 10 µM | 0.34% of 320,000 active;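 active means GFP response vs DMSO above a set limit, about the screen mean plus 3 SD, cut at about 150% in these data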
AHR act: human AHR activation. AHR-responsive luciferase reporter cells, luminescence. activation, % at 5 µM. 2.5% of 320,000 active. P35869; in the data active means activation above about 47%;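 further: 0% = vehicle wells and 100% = reference agonist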
Active calls of the source: *; x = no result given; [ ] = another dose, or the depositor's remark.

SMILES	procasp7 counter	RPL19A-GFP yeast	proCasp3 act	ZTA DNA inh	MEP2-GFP yeast	EBNA-1 inh	LAP4-GFP MLPCN	AHR act
Cc1ccc2c(c1)c(N=NC(N)=O)c(O)n2C	13	94	3	12	94	11	100	13
N#C/C(=C\c1c(Oc2ccccc2F)nc2ccccn2c1=O)C(=O)NC1CCS(=O)(=O)C1 (stereo not given)	-2	98	-2	-2	93	1	101	0
CC[C@@]1(C(=O)OC)N[C@H](CN(C)C(=O)c2ccc(C)cc2)[C@@H]2C(=O)N(Cc3ccccc3)C(=O)[C@@H]21	18	102	3	x	98	x	105	-1
CCOc1ccc(-c2c(C#N)c(N)nc3c2c(=O)n(C)c(=O)n3C)cc1OC	5	98	-8	1	93	5	91	4
CCOC(=O)c1sc(N)c(C#N)c1COC(=O)C1=COCCO1	-5	104	3	19	97	x	106	2
CCC(=O)N/N=C(\C)CC(=O)Nc1cccc([N+](=O)[O-])c1	-8	106	-9	20	99	6	86	8
COc1ccc(CCNC(=O)[C@@H]2C[C@H]2c2ccccc2)cc1OC	7	100	-4	-6	98	2	97	0
COc1ccc(S(=O)(=O)N2CCOCC2)cc1NS(=O)(=O)c1ccc(F)c(F)c1	1	98	-6	x	104	x	99	0
O=C(CCN1CCCCC1)NNC(=S)NC(=O)c1ccc(Br)cc1	0	109	0	0	108	6	101	1
O=C(COc1ccc2ccc(=O)oc2c1)Nc1ccc(CCO)cc1	11	96	3	0	101	-9	91	-3
COc1cc(/C=N/NC(=O)Cn2cnc3ccccc3c2=O)ccc1O	10	116	1	-8	122	-4	97	0
CCOC(=O)C1=NN(C(=O)c2ccco2)C2(CC2)C1	4	107	-1	9	103	3	97	-3
COC(=O)c1cc(OC)c(OC)cc1NC(=O)c1ccc(OC)c(OC)c1	-1	102	9	-26	112	-6	95	4
COc1cc(C[C@@H]2C(=O)OC[C@H]2Cc2ccc(OC)c(OC)c2)ccc1O	1	103	10	3	100	x	106	-5
CN1CCC(Oc2ccccc2Sc2ccc(C(F)(F)F)cc2)CC1	8	105	5	4	117	-5	104	1
CCOc1ccc(-c2nnc3ccc(SCC(=O)N4CCCCC4)nn23)cc1	0	104	11	-4	102	-2	99	6
COc1ccc(C)cc1NC(=O)COC(=O)C1CC1	4	96	9	-2	106	-1	107	4
CCc1cc(-c2n[nH]c(C)c2Oc2ccc(C(C)C)cc2)c(O)cc1O	-10	104	-4	1	114	-9	116	14
CCOc1ncccc1C(=O)OCC(=O)NCCc1ccccc1	-3	58[may fluoresce violet]	-4	9	245*[may fluoresce violet]	6	57[may fluoresce violet]	1
CC(=O)Nc1ccc(S(=O)(=O)Nc2nc(C)nc3sc4c(c23)CCC4)cc1	7	96	10	-7	99	-3	99	-2
Cc1nn(-c2ccccc2)c(C)c1/C=C/C(=O)OCC(=O)Nc1ccc(C(N)=O)cc1	5	95	4	2	99	x	99	-1
O=C(NCc1ccccc1)c1ccc(Br)o1	16	101	0	11	109	8	92	2
O=c1[nH]c(C2CCN(S(=O)(=O)c3ccccc3C(F)(F)F)CC2)nc2c1nnn2Cc1ccccc1	-2	104	0	0	106	-6	101	3
C=CCn1c(SCCCCCC)nc(O)cc1=O	-3	102	1	6	104	7	92	0
O=C(Nc1ccn(Cc2ccc(Cl)cc2)n1)c1ccc2c(c1)OCO2	13	107	-1	8	103	7	110	21
CCOc1ccc(N(CC(=O)Nc2ccccc2Cl)S(C)(=O)=O)cc1	10	111	9	4	107	-6	96	3
COc1ccc(NC(=O)c2cc(C(C)C)on2)cc1OC	11	103	15	2	106	-10	109	2
COc1ccc(N2CC(C(=O)Nc3nnc(SCC(=O)c4ccccc4)s3)CC2=O)cc1 (stereo not given)	-7	96	4	-6	95	6	92	7
CCN(CC)S(=O)(=O)c1cccc(NC(=S)NC(=O)/C=C/c2ccc(S(=O)(=O)N3CCOCC3)cc2)c1	3	101	0	-5	107	5	95	2
CCC(=O)Nc1nc2ccccc2n1CCN(CC)CC	-2	104	-1	-1	103	2	103	13
Cc1cc(Br)ccc1SCC(=O)OCC(=O)NC1CC1	7	106	0	-4	108	-6	97	16
COc1cccc(C2C(C(C)=O)=C(O)C(=O)N2CCNCCO)c1 (stereo not given)	1	93	-3	12	67	0	108	0
O=C(O)c1ccccc1-c1ccccc1C(=O)NCCc1ccccc1	5	91	7	-19	92	2	81	-1
COc1ccc2c(c1)[nH]c1c(=O)n(/N=C/C3C(C)C=C(C)CC3C)c(=O)[nH]c12 (stereo not given)	8	101	-8	2	105	5	105	10
Cc1ccccc1-n1c(C)cc(/C=N/NC(=O)c2ccncc2)c1C	-1	99	11	5	99	10	102	11
Cc1cc(C(=O)NNC(=O)c2sccc2C)c(C)o1	1	86	-5	-17	91	-7	92	6

Part of the list above in order of molar mass, lowest first.
SMILES	procasp7 counter	RPL19A-GFP yeast	proCasp3 act	ZTA DNA inh	MEP2-GFP yeast	EBNA-1 inh	LAP4-GFP MLPCN	AHR act
COc1ccc(C)cc1NC(=O)COC(=O)C1CC1	4	96	9	-2	106	-1	107	4
C=CCn1c(SCCCCCC)nc(O)cc1=O	-3	102	1	6	104	7	92	0
Cc1cc(C(=O)NNC(=O)c2sccc2C)c(C)o1	1	86	-5	-17	91	-7	92	6
CCC(=O)Nc1nc2ccccc2n1CCN(CC)CC	-2	104	-1	-1	103	2	103	13
COc1ccc(NC(=O)c2cc(C(C)C)on2)cc1OC	11	103	15	2	106	-10	109	2
CCOc1ncccc1C(=O)OCC(=O)NCCc1ccccc1	-3	58[may fluoresce violet]	-4	9	245*[may fluoresce violet]	6	57[may fluoresce violet]	1
Cc1ccccc1-n1c(C)cc(/C=N/NC(=O)c2ccncc2)c1C	-1	99	11	5	99	10	102	11
COc1cccc(C2C(C(C)=O)=C(O)C(=O)N2CCNCCO)c1 (stereo not given)	1	93	-3	12	67	0	108	0
O=C(O)c1ccccc1-c1ccccc1C(=O)NCCc1ccccc1	5	91	7	-19	92	2	81	-1
O=C(Nc1ccn(Cc2ccc(Cl)cc2)n1)c1ccc2c(c1)OCO2	13	107	-1	8	103	7	110	21
Cc1cc(Br)ccc1SCC(=O)OCC(=O)NC1CC1	7	106	0	-4	108	-6	97	16
COc1ccc2c(c1)[nH]c1c(=O)n(/N=C/C3C(C)C=C(C)CC3C)c(=O)[nH]c12 (stereo not given)	8	101	-8	2	105	5	105	10
CCOc1ccc(N(CC(=O)Nc2ccccc2Cl)S(C)(=O)=O)cc1	10	111	9	4	107	-6	96	3
CCOc1ccc(-c2nnc3ccc(SCC(=O)N4CCCCC4)nn23)cc1	0	104	11	-4	102	-2	99	6
CC(=O)Nc1ccc(S(=O)(=O)Nc2nc(C)nc3sc4c(c23)CCC4)cc1	7	96	10	-7	99	-3	99	-2
Cc1nn(-c2ccccc2)c(C)c1/C=C/C(=O)OCC(=O)Nc1ccc(C(N)=O)cc1	5	95	4	2	99	x	99	-1
COc1ccc(N2CC(C(=O)Nc3nnc(SCC(=O)c4ccccc4)s3)CC2=O)cc1 (stereo not given)	-7	96	4	-6	95	6	92	7
O=c1[nH]c(C2CCN(S(=O)(=O)c3ccccc3C(F)(F)F)CC2)nc2c1nnn2Cc1ccccc1	-2	104	0	0	106	-6	101	3

New compounds follow
SMILES	procasp7 counter	RPL19A-GFP yeast	proCasp3 act	ZTA DNA inh	MEP2-GFP yeast	EBNA-1 inh	LAP4-GFP MLPCN	AHR act
CSc1nc(-c2ccco2)cc(C(F)(F)F)c1C#N	-1	95	3	-1	102	5	100	-1
O=C(NCc1cccnc1)c1c(F)c(F)c(F)c(F)c1F	-11	98	0	9	97	-11	101	6
CC(C)CCn1c(SCC(=O)c2ccccc2)nc2c1c(=O)[nH]c(=O)n2C	10	99	0	5	107	-2	105	2
O=C(NCCS(=O)c1ccc(Cl)cc1)c1cccc(Cl)c1 (stereo not given)	4	97	2	17	95	6	103	3
O=C(c1ccc(S(=O)(=O)Cc2cc(F)ccc2F)c([N+](=O)[O-])c1)N1CCCCC1	-9	105	2	-12	106	-2	95	1
O=c1[nH]c(=O)n(Cc2ccco2)c2c1C(C(F)(F)F)(C(F)(F)F)N=C(Cc1ccccc1)N2	4	99	-12	-6	104	-7	96	5
COc1ccc(C(=O)NCc2nnc(SCC(=O)N3CCc4ccccc43)n2C2CCCCC2)cc1	6	103	2	-6	103	2	102	2
CC1(C)CN(c2ccccc2)N(Cc2ccc(F)cc2)C1=O	6	103	-2	10	106	5	102	1
CS(=O)(=O)Nc1ccccc1C(=O)OCC(=O)NC1CC1	5	104	-1	-11	106	x	108	-1
C/C(=N\NC(=O)c1nnn(-c2nonc2N)c1CSc1ccccc1)c1cccnc1	5	107	7	5	119	-12	112	28
CCOC(=O)c1cnn(-c2ccccc2)c1-n1cccc1C(=O)C(=O)N(C)C	6	88	0	-4	98	2	94	0
COCCn1c(CN2CCN(C(=O)c3ccco3)CC2)nc2c1c(=O)n(C)c(=O)n2C	6	100	-3	-3	96	-5	93	1

Record cards, as listed above. Values in the order: procasp7 counter | RPL19A-GFP yeast | proCasp3 act | ZTA DNA inh | MEP2-GFP yeast | EBNA-1 inh | LAP4-GFP MLPCN | AHR act
Listed for `COCCn1c(CN2CCN(C(=O)c3ccco3)CC2)nc2c1c(=O)n(C)c(=O)n2C` = 6 | 100 | -3 | -3 | 96 | -5 | 93 | 1
Listed for `CS(=O)(=O)Nc1ccccc1C(=O)OCC(=O)NC1CC1` = 5 | 104 | -1 | -11 | 106 | x | 108 | -1

Next part:
SMILES	procasp7 counter	RPL19A-GFP yeast	proCasp3 act	ZTA DNA inh	MEP2-GFP yeast	EBNA-1 inh	LAP4-GFP MLPCN	AHR act
COc1cccc(CC(=O)NNC(=O)c2ccc3c(c2)OCO3)c1	0	97[may fluoresce green]	11	-16	102[may fluoresce green]	-5	110[may fluoresce green]	4
CCC(C)(CCNC(=O)Cc1ccccc1)c1ccccc1OC (stereo not given)	-5	106	0	-12	98	-13	100	4
Cc1csc(=O)n1CC(=O)OC(C)C(=O)Nc1cccc(Cl)c1 (stereo not given)	2	99	7	0	96	-5	105	1
O=C1Nc2ccc(Br)cc2C12OCCO2	1	99	-2	13	98	6	113	4
COc1ccc(N2CCN(C(=O)c3ccc4c(c3)OCO4)CC2)cc1	-9	100	-2	-3	103	-10	97	7
CC1=C(C(=O)OCCNC(=O)c2ccccc2O)C(c2ccccc2[N+](=O)[O-])C(C(=O)OCC2CCCO2)=C(C)N1 (stereo not given)	-5	94	2	2	96	6	87	19
CSCCC(NS(=O)(=O)c1ccc2ccccc2c1)C(=O)OCC(=O)c1ccc(C(C)C)cc1 (stereo not given)	3	93	-12	11	97	-2	95	5
CNc1ccccc(-c2ccc3cc4c(cc3n2)OCO4)c1=O	-7	107	-4	3	98	4	97	70*
COc1ccc(NC(=O)COC(=O)c2c3c(nc4ccccc24)CCCC3)cc1	3	118	9	10	104	0	110	0
COc1cc(OC)cc(C(=O)NCCCNC(=O)c2cccnc2)c1	0	103	-4	-10	106	-8	92	9
CC(=O)NCCC(=O)NCc1ccc(F)cc1	-10	95	-8	-7	94	5	91	5
COc1ccc(N2CCN(S(=O)(=O)CCNC(=O)C(C)Oc3ccccc3)CC2)cc1 (stereo not given)	7	100	-16	-22	105	-7	106	0
O=C(O)/C(=C\c1ccc(C(F)(F)F)cc1)c1ccc(S(=O)(=O)N2CCCC2)s1	9	104	3	5	105	x	104	-1
